Screening data deposited in PubChem by Sanford-Burnham Center for Chemical Genomics.
TAG inh: inhibitors of triacylglycerol accumulation, primary screen, cell-based, uHTS, fluorescence, H9c2. H9c2 cells, Nile Red lipid (TAG) fluorescence; cells loaded with 200 µM oleic acid. inhibition, % at 12.5 µM. actives 0.66% (n = 230,000). AID 651582, 2012;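 active means pattern-corrected inhibition of lipid staining of at least 50% with the nuclear-stain viability signal not falling by more than 50%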;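 further: 0% = DMSO wells and 100% = triacsin C control wells; some results filed as inactive read as strong as hits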
TAG inh DAPI viability: further read-out of TAG inh, marked with its call; DAPI nuclei signal change (viability), lower = more cytotoxic, %;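 whole-well DAPI fluorescence read on a plate reader as a viability signal; minus 50 percent equals half of cells still viable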
* hit, by the source's call; / = no result given. An excerpt; the hit share may differ from the screen's.

Under each structure – TAG inh	TAG inh DAPI viability
1. Cc1cccc(C(=O)OCC(=O)c2c(C)[nH]c3ccccc23)c1O
  -13	0
2. O=C(NNS(=O)(=O)c1ccc(Cl)cc1)C1CCN(Cc2ccccc2)CC1
  7	-4
3. COc1ccc(NC2CCCN(C(=O)CCn3cccn3)C2)cc1 (configuration not stated)
  9	3
4. CCOc1ccccc1NC(=O)C1CCCN(S(=O)(=O)c2c(C)[nH]c(=O)[nH]c2=O)C1 (configuration not stated)
  -10	5
5. COc1ccc(CN(Cc2cc3cc(C)ccc3[nH]c2=O)C(=O)N(C)C)cc1
  -56	12
6. CCCCN1C2CCCC1CC(NC(=O)C1CCCCC1)C2 (configuration not stated)
  -6	1
7. O=C(CSc1nnc(Cc2cc(=O)[nH]c(=O)[nH]2)n1-c1ccc(Cl)cc1)NC1CCCC1
  21	2
8. Cc1ccc(-c2nn(-c3ccccc3)cc2C(=O)N2CCOCC2)cc1
  2	-14
9. Nn1c(Cc2ccccc2F)n[nH]c1=S
  -17	8
10. CS(=O)(=O)c1ccc(Cl)c(NC(=O)CCCc2nc3ccccc3c(=O)[nH]2)c1
  -10	0
11. O=C(c1ccncc1)N1CCc2ccccc2C1
  1	-5
12. CCn1c(C2CCN(S(=O)(=O)c3ccc(OC)cc3)CC2)n[nH]c1=S
  3	-12
13. Cc1cc(C(=O)Nc2ccc3c(c2)CCC3)c2ccccc2n1
  21	-8
14. Cc1cc(C)cc(OCC(=O)OCC(=O)Nc2cc(S(=O)(=O)N3CCOCC3)ccc2Cl)c1
  9	0
15. CCOc1ccc(-c2cnc3n2CCCCC3)cc1
  4	-8
16. O=C(O)C1CCCN1S(=O)(=O)c1cccc(S(=O)(=O)N2CCCC2C(=O)O)c1 (configuration not stated)
  8	2
17. CC(=O)Nc1ncc(Cc2cccc(Cl)c2Cl)s1
  2	-4
18. O=C(COc1ncnc2ccccc12)NC1CCCCC1
  -11	8
19. N#CC[C@H](Cc1ccccc1)N1CC[C@@H](O)CCC1=O
  3	6
20. Cc1cc(C)c2c(N)c(C(=O)c3ccc(Cl)c(Cl)c3)sc2n1
  16	14
21. CC(C)CC1NC(=O)N(CC(=O)Nc2ccc(OC(F)F)cc2)C1=O (configuration not stated)
  1	-6
22. CC1(C)c2ccccc2-c2nc3ccccc3cc2C1N1CCOCC1 (configuration not stated)
  1	6
23. Cc1ccc(S(=O)(=O)Nc2nc(-c3ccc(F)cc3)cs2)cc1
  0	11
24. CCc1sc(NC(=O)COC)nc1-c1ccccc1
  7	-1
25. COc1ccc2cc(Br)ccc2c1CC(=O)N1CCCC1
  3	5
26. CC(=O)Cc1nsc(Nc2ccc(F)cc2)n1
  2	-6
27. CCc1nnc(SCC(=O)Nc2nccs2)n1CC
  -11	6
28. CC(=O)n1cc(N(C(=O)CCl)c2ccc(Cl)cc2)c2ccccc21
  67*	-23*
29. COC(=O)[C@]1(Cc2ccccc2)N[C@H](CN(C)S(=O)(=O)c2ccc(OC)cc2)[C@@H]2C(=O)N(C)C(=O)[C@@H]21
  -3	4
30. Brc1ccc(OCCOCCOc2cccc3cccnc23)cc1
  -10	1
31. Cn1nnc(NC(=O)c2cccc([N+](=O)[O-])c2)n1
  5	6
32. O=C(NC1CCCCC1)c1cccc(N2C(=O)CCC2=O)c1
  10	1
33. Nc1ccc(C#Cc2c(-c3ccsc3)oc3ccc(N4CCOCC4)cc23)cc1
  51*	/
34. COc1ccc(NC(=S)N2CCN(CCN=CC3=C(O)CC(c4ccccc4)CC3=O)CC2)cc1 (configuration not stated)
  3	-4
35. Cc1ccc(N2C(=O)N3[C@H](c4cccc(C)c4)[C@@H]4C(=O)N(Cc5ccccc5)C(=O)[C@@H]4[C@]3(C)C2=O)cc1
  -10	6
36. C=CCN(C(=O)CNC(=O)c1ccco1)C(C(=O)NC1CCCCC1)c1ccccc1 (configuration not stated)
  -5	2
37. CCCCN1CC[C@H]2C=CC[C@@H](C(=O)NCc3ccc(OC)cc3)[C@H]2C1=O
  -2	3
38. COc1cccc(/C=N/NC(=O)c2ccc(-c3ccccc3)cc2)c1O
  34	-19
39. COc1ccc(NC(=O)CCn2c(=S)[nH]c3ccccc3c2=O)cc1Cl
  -8	6
40. Cc1ccc(Cl)cc1N1C(=O)CC(Sc2ccccc2N)C1=O (configuration not stated)
  12	2
41. O=C1CCC(=O)N1CCOP1(=O)COc2ccccc2OC1
  -6	8
42. CCOc1ccc(OCC)c(NC(=O)C2CCCN(S(=O)(=O)c3cnc[nH]3)C2)c1 (configuration not stated)
  0	-3
43. CCc1ccc(N=Nc2ccc(O)c3[nH]cnc23)cc1
  -21	-12
44. COc1cc2c(cc1OC)CN(C(=O)CCN1C(=O)C3CCCCC3C1=O)CC2 (configuration not stated)
  6	-4
45. COc1ccc(C[C@H]2CN3C(=NC[C@@H]3Cc3ccccc3)N2CCNC(=O)c2ccc(C)c(Br)c2)cc1
  120*	-4.0*
46. CCCN(CC(=O)Nc1ccccc1C)C(=O)c1cc(=O)[nH]c2ccccc12
  -2	1
47. Cc1ncc(NS(=O)(=O)c2ccc(N)cc2)nc1C
  0	-2
48. CCC(C)NS(=O)(=O)c1ccc(OCC(=O)NCc2ccccn2)cc1 (configuration not stated)
  -18	3
49. COc1ccc(NC(=O)C2CCCN(c3nc(C)cc(C)n3)C2)cc1 (configuration not stated)
  9	-1
50. CCCCCCn1c(N2CCN(c3ccccc3)CC2)nc2c1c(=O)[nH]c(=O)n2C
  28	6
51. Cc1ccc(-n2nc(C)c(/C=N/n3c(C)n[nH]c3=S)c2Cl)cc1
  11	-8
52. CCOc1ccc(/C=N/NC(=O)CSc2ccccn2)cc1O
  16	-5
53. COc1ccc(CSc2nnc(C)n2N)cc1
  -15	-1
54. CC1=C(C)CC(C(=O)NNC(=O)c2ccccc2O)C(C(=O)O)C1 (configuration not stated)
  2	4
55. CCOC(=O)c1oc2ccc(CNCCO)c(Cl)c2c1C
  16	7
56. CCN(CC)S(=O)(=O)c1ccc(C2CNC(=O)C2)cc1 (configuration not stated)
  5	4
57. O=C(NCC1COc2ccccc2O1)c1ccc(-n2cncn2)c([N+](=O)[O-])c1 (configuration not stated)
  -1	0
58. CCOC(=O)c1[nH]c2ccccc2c1CCCN1C(=O)c2ccccc2C1=O
  12	-8
59. Cc1ccc(C2N(c3ccccc3)C(=S)N3CCCN23)cc1 (configuration not stated)
  1	-8
60. Cc1ccc(C)c(C(=O)NC(C)c2ccc(-n3ccnc3)cc2)c1 (configuration not stated)
  8	-2

Single entries from the list:
entry 47 in TAG inh has 0
entry 60 in TAG inh has 8
entry 42 in TAG inh DAPI viability has -3
entry 48 in TAG inh DAPI viability has 3
entry 49 in TAG inh DAPI viability has -1
entry 39 in TAG inh DAPI viability has 6

Later entries
Under each structure – TAG inh	TAG inh DAPI viability
61. COc1ccc(-n2nc(C(=O)NCC(=O)NCc3ccccc3OC)c3ccccc3c2=O)c(OC)c1
  -2	-10
62. COc1ccc(S(=O)(=O)NC(=O)C2(C)CCN2C(=O)c2c(C)noc2C)cc1 (configuration not stated)
  4	-7
63. C[C@@H]1CN([C@H](C)CO)S(=O)(=O)c2ccc(-c3ccc(C#N)cc3)cc2O[C@H]1CN(C)C(=O)Nc1cc(F)ccc1F
  29	-22
64. CS(=O)(=O)c1ccc(-c2csc(C(O)c3cccc(Cl)c3)n2)cc1 (configuration not stated)
  6	9
65. Cc1ccc(C)c(SCC(=O)OCC(=O)Nc2ncc(C(F)(F)F)cc2Cl)c1
  1	-9
66. Oc1ccc(Cl)cc1Sc1cc(Cl)ccc1O
  7	-8
67. CCOc1ccc(Br)cc1S(=O)(=O)Nc1ccc(S(=O)(=O)Nc2cc(C)on2)cc1
  -7	-2
68. O=C(Nc1ccc(OC(F)F)cc1)c1ncc(Cl)c(Cl)c1Cl
  -4	4
69. Cc1ccc(NC(=O)CN(C)C(=O)c2cc(-c3ccccc3)nn2-c2ccccc2)cc1
  16	5
70. O=C(N/N=C/c1c[nH]c2ccccc12)c1[nH]c2ccc(Br)cc2c1-c1ccccc1
  32	-15
71. O=C(NC(=S)Nc1ccc(Cl)cn1)C12CC3CC(CC(C3)C1)C2
  -5	5
72. N#CC1=C(N)N2C(=C(C#N)C13CCCC3)Nc1ccccc12
  1	-6
73. COC(CNC(=O)c1cc(C(=O)c2c(-c3c(Cl)cccc3Cl)noc2C)c[nH]1)OC
  17	-4
74. COc1cc(OC)cc(C(=O)NNC(=O)c2nn(C)c(=O)c3ccccc23)c1
  3	0
75. CCCC(C(=O)NC(C)(C)C)N(Cc1ccc(F)cc1)C(=O)c1snc(C(N)=O)c1N (configuration not stated)
  1	-2
76. O=C(NC(=S)NC1CCCC1)c1ccccc1
  3	6
77. CCOC(=O)CC(=O)N/N=C/c1c(N)n(C)c(=O)n(C)c1=O
  6	10
78. COc1ccc(C(=O)COC(=O)c2ccc(N(C)C)cc2)cc1
  3	10
79. Cc1cc2[nH]c(=O)c(=O)[nH]c2cc1S(=O)(=O)N1CCN(c2ccccc2)CC1
  18	-10
80. O=C1CSC(=S)N1
  5	4
81. CC(C)NC(=O)N(C)C[C@H]1Oc2ccc(NC(=O)NC3CCCCC3)cc2C(=O)N([C@H](C)CO)C[C@@H]1C
  8	-3
82. O=Cc1ccc(OCC(=O)NC(=O)NC2CCCCC2)cc1
  10	1
83. COC(=O)COc1ccc2c(=O)c(-c3ccccc3)coc2c1
  -6	-3
84. Cc1onc(-c2c(Cl)cccc2Cl)c1C(=O)OCC(=O)c1ccccc1
  1	-3
85. COC(=O)C1=CN(CCCN2CCCC2=O)C=C(C(=O)OC)C1c1cccs1
  0	-12
86. COc1ccc(C(=O)OCC(=O)c2ccc[nH]2)cc1
  7	2
87. CC(C)(C)C1CCC(C(=O)Nc2ccccc2N2CCOCC2)CC1 (configuration not stated)
  6	-1
88. Cc1ccc(NC(=O)CSc2nc(O)c(Cc3ccccc3)c(=O)n2-c2ccccc2)cc1
  13	2
89. Cc1cccc(-n2ncc3c(NCCCO)ncnc32)c1
  9	5
90. Cc1ccc(/C=C/C(=O)NCC2COc3ccccc3O2)o1 (configuration not stated)
  3	-7
91. COCC1CCN(C(=O)c2cc(COc3ccc4c(c3)CCCC4)on2)C1 (configuration not stated)
  3	-22
92. Cn1c(CCc2nc3ccccc3[nH]2)n[nH]c1=S
  8	14
93. COc1ccc(Cl)cc1Nc1nc(C)cc(=O)[nH]1
  5	0
94. COCCN(C(=O)COC(=O)/C=C/c1ccc(OC)c(OC)c1)c1c(N)n(Cc2ccccc2)c(=O)[nH]c1=O
  17	0
95. C[C@H](CO)N1C[C@H](C)[C@@H](CN(C)C)Oc2c(NS(=O)(=O)c3ccc(F)cc3)cccc2C1=O
  -1	-1
96. O=C(N/N=C/c1ccccc1C(=O)O)c1cccc(S(=O)(=O)N2CCOCC2)c1
  4	2
97. Cc1nnc(SCC(=O)NC(=O)NCc2ccco2)n1Cc1ccccc1
  -2	3
98. Cc1ccnc(NC(=O)c2cccc(S(=O)(=O)N3CCCc4ccccc43)c2)c1
  3	-12
99. O=C(COc1ccccc1C(=O)O)NC1CCCc2ccccc21 (configuration not stated)
  -1	-8
100. COc1ccc(CCN(C)CCC(=O)Nc2cc(C)ccc2C)cc1OC
  0	4
101. O=C(Nc1ccc(Cl)c([N+](=O)[O-])c1)c1ccc2c(c1)OCCO2
  3	4
102. Cc1cccn2c(=O)c(C=C(C#N)C#N)c(N3CCN(C)CC3)nc12
  11	3
103. C=CCN1C(c2ccc(Br)cc2)=CS/C1=C(\C#N)c1nnc(N2CCOCC2)n1-c1ccccc1
  6	3
104. CC(C)c1ccc(-n2ccnc2SCC(=O)O)cc1
  4	1
105. CCOC(=O)[C@H]1[C@H]2COc3ccc(Cl)cc3[C@@H]2N2C(=O)CN(Cc3ccc(C)cc3)C(=O)[C@@]12C
  8	-1
106. COc1ccc(S(=O)(=O)NCC2CCC(C(=O)NCc3cccnc3)CC2)cc1 (configuration not stated)
  -23	13
107. CCN(C(=O)c1ccc(Br)o1)C1CCS(=O)(=O)C1 (configuration not stated)
  6	-9
108. C/C(=N\NC(=O)c1cccc(S(=O)(=O)N2CCCC2)c1)c1ccncc1
  11	-3
109. Cc1ccc(-n2c(O)c(/C=N/c3ncn[nH]3)c3ccccc3c2=O)cc1
  -3	2
110. Cc1cccc(N2CCN(S(=O)(=O)c3ccc(S(=O)(=O)N4CCCC4)cc3)CC2)c1C
  14	-6
111. COc1c(/C=N/NC(=O)c2ccncc2)c(CCN(C)C(C)=O)cc2c1OCO2
  10	3
112. CCOC(=O)CSc1nnc(-c2ccc(S(=O)(=O)N3CCC(C)CC3)cc2)o1
  3	-5
113. Nc1ccccc1N1CCOCC1
  1	17
114. O=C(C[n+]1ccc2c(c1)nnn2-c1ccccc1)c1ccc(Cl)cc1
  4	12
115. COc1ccc(/C=N/NC(=O)C2c3ccccc3Oc3ccccc32)c(OC)c1
  20	-6
116. CCc1nc2c(OCc3cccc(OC)c3)cccn2c1N(C)C(=O)c1ccccc1F
  -2	-4

5 entries drawn at random from the list so far:
Under each structure – TAG inh	TAG inh DAPI viability
113. Nc1ccccc1N1CCOCC1
  1	17
102. Cc1cccn2c(=O)c(C=C(C#N)C#N)c(N3CCN(C)CC3)nc12
  11	3
99. O=C(COc1ccccc1C(=O)O)NC1CCCc2ccccc21 (configuration not stated)
  -1	-8
94. COCCN(C(=O)COC(=O)/C=C/c1ccc(OC)c(OC)c1)c1c(N)n(Cc2ccccc2)c(=O)[nH]c1=O
  17	0
107. CCN(C(=O)c1ccc(Br)o1)C1CCS(=O)(=O)C1 (configuration not stated)
  6	-9

Whole records, looked up by structure. Values in the order: TAG inh	TAG inh DAPI viability
`COc1ccc(S(=O)(=O)NCC2CCC(C(=O)NCc3cccnc3)CC2)cc1` (configuration not stated) reads -23	13
`CC(C)c1ccc(-n2ccnc2SCC(=O)O)cc1` reads 4	1
`CCOC(=O)[C@H]1[C@H]2COc3ccc(Cl)cc3[C@@H]2N2C(=O)CN(Cc3ccc(C)cc3)C(=O)[C@@]12C` reads 8	-1
